D3 ag – D3 dopamine receptor (human) agonism; 410,000 tested, 0.58% active; P35462; D3R DiscoveRx beta-arrestin cells, luminescence, 90 min; max activation, %; in the data active = max activation above about 30%; note: 0% is about no effect; mostly tested at two doses, the higher about 12 µM
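Agonist-mode cell screen: cells plated at 1500/well and incubated overnight at 37 °C, then exposed to library compounds for 90 min at 37 °C. Detection reagent was added for 30–60 min at room temperature, and luminescence was read.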
GLP-1R agonist – agonists of human GLP-1 receptor; Potency, µM (highest dose often 45.6 µM), for the others: at the top dose activation, actives largely listed as activators; 380,000 tested, 0.007% active; HEK293 GLP-1R CRE-luciferase, luminescence, 4-6 h; cells express a hypersensitive GLP-1R form; note: potency is the fitted concentration of half-maximal effect; % of control where 0% means no effect
Target sequence (P43220 whole entry, looked up): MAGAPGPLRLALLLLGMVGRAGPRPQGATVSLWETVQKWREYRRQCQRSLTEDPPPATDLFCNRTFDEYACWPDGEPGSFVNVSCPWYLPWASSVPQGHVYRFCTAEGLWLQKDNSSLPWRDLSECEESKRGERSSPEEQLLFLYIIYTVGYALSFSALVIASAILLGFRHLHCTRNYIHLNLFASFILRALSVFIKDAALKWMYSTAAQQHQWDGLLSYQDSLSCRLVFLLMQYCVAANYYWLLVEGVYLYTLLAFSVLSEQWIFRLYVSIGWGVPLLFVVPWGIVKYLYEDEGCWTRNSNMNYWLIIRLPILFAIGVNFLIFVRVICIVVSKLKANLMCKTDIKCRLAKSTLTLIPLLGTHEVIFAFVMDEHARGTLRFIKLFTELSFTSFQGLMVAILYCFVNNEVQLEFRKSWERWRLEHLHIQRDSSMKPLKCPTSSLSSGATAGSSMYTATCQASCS
IL-2 act – IL-2 activation. IL-2 activation reporter assay, cell-based qHTS; stimulated with anti-CD3/CD4/CD28 beads; in transgenic mouse T cells. activation, % (series mostly up to about 46 µM). 360,000 tested, 0.065% active. AID 652025; in the data active = activation above about 50%; inconclusive = mostly about 30% to 49%; note: 0% is about no effect
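Readout: EGFP and DsRed signals by fluorescent plate cytometry. Unstimulated transgenic mouse T cells received compound 60 min before antibody-bead stimulation, then incubated 18 h at 37 degrees C.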
GLP-1R inv ag – acts as inverse agonist at human GLP-1 receptor; Potency, µM (top dose mostly 38.3 µM), without a hit: at the highest dose activity change, negative = inhibition, usual class: inhibitors; AID 624417; 410,000 tested, 1.6% active; HEK293 GLP-1R CRE-luciferase, luminescence, 24 h; GLP-1R form is constitutively active; note: potency is the fitted concentration of half-maximal effect; % is set by controls: 0 for no effect and ±100 for the full control effect; nearly all actives have a fitted effect of over 55% in size
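GLP-1R inverse agonism mode: basal reporter luminescence in engineered HEK293 cells measured after one day of compound exposure at 37 deg C, with a 12 min room-temperature detection step.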
PI5P4K alpha inh – blocks human PI5P4K alpha kinase activity; P48426; max response, %; 330,000 tested, 1.2% active; PI5P4Kalpha enzyme, ADP-Glo luminescence, 60 min; hits give low values; active = max response of -50% or lower; inconclusive = between -30% and -50%; inactive = -30% or higher; note: value at the top dose of about 77 µM; % is set by controls: 0 for no effect and ±100 for the full control effect
Target sequence (P48426 whole entry, looked up): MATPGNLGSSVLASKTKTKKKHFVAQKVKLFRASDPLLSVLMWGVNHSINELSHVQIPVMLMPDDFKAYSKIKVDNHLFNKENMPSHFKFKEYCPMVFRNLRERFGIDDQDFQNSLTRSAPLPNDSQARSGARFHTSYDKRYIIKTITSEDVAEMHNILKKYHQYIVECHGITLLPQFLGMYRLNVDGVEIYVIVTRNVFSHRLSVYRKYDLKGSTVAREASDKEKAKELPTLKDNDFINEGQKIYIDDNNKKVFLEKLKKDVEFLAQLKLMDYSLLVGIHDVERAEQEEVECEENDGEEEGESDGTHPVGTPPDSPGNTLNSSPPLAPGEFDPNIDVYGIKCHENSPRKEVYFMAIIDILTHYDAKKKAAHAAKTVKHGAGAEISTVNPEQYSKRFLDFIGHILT
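Controls without substrate or without enzyme flank wells where PI5P4Kalpha converts substrate using 5 microM ATP (final). Incubation lasts 60 minutes at room temperature; ADP formed is read by ADP-Glo luminescence.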
WRN inhibitor – WRN helicase (human) inhibition; Potency, µM (series often up to 114 µM), for the others: at the highest dose activity change, negative = inhibition, actives largely listed as inhibitors; Q14191; 360,000 tested, 0.46% active; WRN helicase unwinding, fluorescent forked duplex, kinetic; note: potency is the fitted concentration of half-maximal effect; % is set by controls: 0 for no effect and ±100 for the full control effect; nearly all actives have a fitted effect of over 55% in size
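Kinetic red-fluorescence monitoring (525/598 nm) tracks WRN helicase activity after 100 nM fluorophore-quencher forked duplex and 2 mM ATP are added to 20 nM enzyme pretreated 15 min at room temperature with compound.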
GLP1R cytotox – cytotoxicity counter-screen for GLP-1 receptor inverse agonists | HEK293 cAMP-luciferase reporter cells, luminescence, 24 h | Potency, µM (series often up to 38.3 µM), without a hit: top-dose activity change, negative = inhibition, most hits filed as inhibitors | 410,000 tested, 0.13% active | AID 624418;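 note: loss of luciferase light is scored as toxicity; potency is the fitted concentration of half-maximal effect; % is set by controls: 0 for no effect and ±100 for the full control effect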
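Quantitative HTS format, 1536 wells, 200 cells/uL seeded. Compounds: 23 nL, 24 h, 37 °C. Detection: luciferase reagent, luminescence at 12 min RT; decreased signal taken as cytotoxic.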
PLK1 PBD block – inhibitors of human PLK1 polo-box domain binding | P53350 | 360,000 tested, 2.8% active | Potency, µM, without a hit: max response, negative = inhibition, usual class: inhibitors | Plk1 PBD binding of FITC phosphopeptide, fluorescence polarization | AID 720504; note: potency is the fitted concentration of half-maximal effect; series mostly up to about 57 µM; % is set by controls: 0 for no effect and ±100 for the full control effect; nearly all actives have a fitted effect of over 65% in size
D3 antag – blocks the human D3 dopamine receptor; P35462; D3R cells, DiscoveRx beta-arrestin luminescence, antagonist mode; hits give low values; max response, negative = inhibition, %; 360,000 tested, 2.5% active; AID 652054; in the data active = max response below about -50%; inconclusive = no clear call, values can overlap the other calls; note: % is set by controls: 0 for no effect and ±100 for the full control effect; mostly tested at two doses, the higher about 12 µM
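Cells expressing the human receptor were seeded at 1500 cells/well, incubated overnight at 37 degrees C in 5% CO2, then exposed to library compounds with dopamine controls for 90 minutes at 37 degrees C before luminescent detection.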
* = called active by the depositor; ? = inconclusive; nt = not tested or not shown; [ ] = another dose, or the depositor's remark. Unless noted, calls come from the whole dose curve; as a rule, active = well fitted curve in the direction sought with a large enough effect; inconclusive = small, poorly fitted or top-dose-only effect, or another doubt; inactive = no such curve, though single readings can be large; an effect the other way counts as inactive or inconclusive.

Values run as follows: D3 ag | GLP-1R agonist | IL-2 act | GLP-1R inv ag | PI5P4K alpha inh | WRN inhibitor | GLP1R cytotox | PLK1 PBD block | D3 antag
Cc1noc(C)c1COC(=O)c1ccc(F)c(S(=O)(=O)N2CCCCC2)c1
 : 1.0 | 25.3% | 0.3 | -14.0% | 3.7 | -4.2% | 0.0% | -10.6% | 10.5
CC(C)C[C@H]1CN=C(Nc2ccccc2)N1CCc1ccc(F)cc1
 : -13.0 | -1.6% | -0.4 | ? | -3.8 | -1.9% | -14.0% | 0.4% | 17.0
COc1ccc(N2CCN(C(=S)Nc3ccc(F)cc3)CC2)cc1
 : 7.8 | -22.8% | -0.6 | 5.7% | 4.8 | 5.3% | 9.1% | -1.5% | 26.4
COc1ccc(CCN(C)C(=O)c2cc(S(=O)(=O)NCc3ccccc3)ccc2C)cc1OC
 : 11.3 | 20.8% | -3.1 | -3.3% | -0.4 | -8.1% | -2.7% | 2.6% | 17.4
Cc1cccc(-n2cnc(C(=O)N/N=C/c3ccccc3)c2)n1
 : -4.4 | -0.6% | -2.4 | 44.6%[activator] | -3.0 | -5.6% | 7.4% | -6.0% | -28.4
COc1cc(/C=C/C(=O)NCc2nc3ccccc3[nH]2)cc(OC)c1OC
 : -11.4 | 2.9% | -0.6 | 24.1% | 3.2 | -5.8% | 19.2% | -7.6% | -18.6
Cc1csc(=O)n1CC(=O)OCC(=O)c1ccc(Br)cc1
 : -17.0 | -3.2% | 4.4 | 8.2% | -5.7 | 4.5% | 8.8% | -10.7% | -25.5
O=C(COc1ccc(S(=O)(=O)NC2CCCCC2)cc1)NC1CCCCC1
 : -4.4 | 4.4% | -2.3 | ? | 7.5 | -6.1% | 1.5% | 0.8% | -1.3
C=CCNc1nnc(Sc2ncccc2[N+](=O)[O-])s1
 : -0.8 | 4.9% | 1.2 | 10.7% | -11.3 | 2.2% | -1.9% | -5.4% | 5.5
COCCOC(=O)C1=C(C)NC(=O)NC1c1ccco1 (stereo not given)
 : 9.1 | -1.3% | 0.5 | 4.6% | 2.1 | 9.5% | 0.2% | -3.3% | 7.5
CN1CCC(=NNC(=O)CN(c2ccccc2)S(=O)(=O)c2ccccc2)CC1
 : -6.1 | 1.7% | 0.2 | 8.9% | 4.6 | -8.1% | 10.5% | 0.6% | 4.2
Cc1nc2ccc(-c3nc4ccccc4[nH]3)cc2[nH]1
 : -6.1 | 9.0% | -2.2 | 28.2% | -0.5 | -11.4% | 11.2% | -10.4% | -13.6
O=C(CN1C(=O)/C(=C\c2ccco2)SC1=S)Nc1ccc(O)cc1C(=O)O
 : -0.8 | -0.9% | -0.2 | -9.2% | -62.0* | 50.1µM* | ? | 16.8µM* | -22.3
NC(=O)C1CCN(C(=O)c2cc(-c3ccccc3Cl)nc3ccccc23)CC1
 : -3.9 | 0.7% | 1.2 | 17.4% | -4.4 | -2.1% | -11.0% | -2.5% | -6.9
Cc1ccc(C2=NN(C(=O)c3cccs3)C(c3ccccc3O)C2)cc1 (stereo not given)
 : 2.0 | -8.8% | -3.9 | 9.5% | -1.8 | 2.1% | -16.1% | 5.5% | 24.3
CCCCNC(=O)c1nc2ncc(Br)cn2n1
 : 6.9 | -19.2% | 0.7 | -1.8% | nt | -7.8% | 5.9% | 4.7% | 16.5
CCCCN(C)C1CCN(C(=S)Nc2ccc(OCC)cc2)CC1
 : -19.4 | -1.9% | -0.8 | -25.5% | -9.2 | -0.2% | 8.7% | 2.8% | -8.8
Cc1csc(=O)n1CCC(=O)OCC(=O)c1ccc(Br)cc1
 : 3.9 | 2.6% | -2.0 | 11.7% | -0.9 | -1.4% | -4.9% | -6.6% | 20.6
C=CCn1c(SCC(=O)Nc2ccc(C(=O)O)cc2)nnc1-c1cccnc1
 : 0.2 | -2.9% | -2.3 | 16.5% | ? | 4.0% | -14.6% | -7.2% | 3.6
COc1ccc(C(=O)c2[nH]c(N)c(C(=O)NCCc3c[nH]c4ccccc34)c2-c2c(F)cccc2Cl)cc1
 : 4.5 | -0.4% | -0.5 | -22.1% | -4.6 | 5.0% | -18.1% | -11.5% | 8.6
O=C(Cc1ccccc1)NC(NCCCN1CCOCC1)(C(F)(F)F)C(F)(F)F
 : -3.4 | -2.6% | 0.4 | -17.3% | 19.9 | -8.1% | -1.3% | -0.5% | 8.2
O=C(O)C1CCN(S(=O)(=O)c2ccc(Oc3ccccc3)cc2)CC1
 : 2.7 | -3.5% | 2.7 | 7.4% | 2.6 | 4.6% | -8.5% | -2.5% | -1.0
Cc1ccc(O)c(NC(=O)CCCC(=O)O)c1
 : -1.4 | 0.4% | -0.5 | 7.9% | nt | -7.0%[57.1 µM] | -1.4% | -0.5% | 5.6
Cc1cc(=O)[nH]c(SCC(=O)Nc2ccccc2[N+](=O)[O-])n1
 : -2.4 | 14.1% | 0.9 | 28.2% | -1.5 | -0.3% | -1.5% | -0.5% | -5.8
Cc1ccc(S(=O)(=O)N2CCC(C(=O)NCc3ccncc3)CC2)cc1
 : -3.0 | -13.5% | 0.0 | 2.6% | nt | 7.1% | 3.7% | -4.4% | -7.5
CC1CCCN(S(=O)(=O)c2cccc3nonc23)C1 (stereo not given)
 : 2.8 | -3.5% | -1.3 | 13.4% | 5.1 | 11.9% | 5.0% | -2.3% | -1.7
CC(C)CNC(=O)C1CCCN(S(=O)(=O)c2ccc(-n3cnnn3)cc2)C1 (stereo not given)
 : 0.0 | -5.6% | -2.5 | 0.3% | 0.3 | 7.2% | -4.0% | -2.1% | -0.2
O=c1[nH]c2ccccc2c(O)c1SCCO
 : -1.0 | 0.3% | 1.4 | 2.3% | -1.9 | -3.4% | -11.3% | -6.4% | -3.6
COC(=O)c1sc(S(=O)(=O)Oc2ccccc2NC(C)=O)c(C(=O)OC)c1C
 : -3.9 | -5.5% | -4.4 | 6.2% | -0.7 | 12.8% | -5.7% | -15.9% | 4.6
CC(NC(=O)CN(C)Cc1cccs1)c1ccccc1 (stereo not given)
 : -12.0 | 8.1% | 1.1 | -16.4% | -3.0 | 5.9% | -5.1% | -1.4% | 0.5

Entries from the list above with a Cl atom (2):
Values run as follows: D3 ag | GLP-1R agonist | IL-2 act | GLP-1R inv ag | PI5P4K alpha inh | WRN inhibitor | GLP1R cytotox | PLK1 PBD block | D3 antag
NC(=O)C1CCN(C(=O)c2cc(-c3ccccc3Cl)nc3ccccc23)CC1
 : -3.9 | 0.7% | 1.2 | 17.4% | -4.4 | -2.1% | -11.0% | -2.5% | -6.9
COc1ccc(C(=O)c2[nH]c(N)c(C(=O)NCCc3c[nH]c4ccccc34)c2-c2c(F)cccc2Cl)cc1
 : 4.5 | -0.4% | -0.5 | -22.1% | -4.6 | 5.0% | -18.1% | -11.5% | 8.6

Continuation.
Values run as follows: D3 ag | GLP-1R agonist | IL-2 act | GLP-1R inv ag | PI5P4K alpha inh | WRN inhibitor | GLP1R cytotox | PLK1 PBD block | D3 antag
CN(NC1OC(=O)c2ccccc21)c1ccccc1[N+](=O)[O-] (stereo not given)
 : -9.3 | 0.2% | -1.6 | -2.1% | -1.0 | 4.6% | ? | -12.6% | ?
COc1ccc(CCNC(=O)CCn2c(=O)c3ccccc3n(CC(=O)Nc3ccc(C)cc3C)c2=O)cc1OC
 : 3.2 | 0.9% | nt | 7.2% | nt | nt | -2.7% | nt | nt
CCn1c2ccccc2c2cc(CN3CCN(S(C)(=O)=O)CC3)ccc21
 : -6.5 | 23.8% | -3.1 | ? | 2.0 | -8.3% | -9.0% | -4.7% | 14.7
CC(C)C(=O)NS(=O)(=O)c1ccc(NS(C)(=O)=O)cc1
 : 2.3 | -4.7% | -2.1 | -8.7% | 1.2 | -4.0% | 1.0% | 3.9% | -1.7
COc1ccccc1N1CCN(C2CCN(C(=O)COc3ccccc3)CC2)CC1
 : -21.8 | 0.1% | -1.0 | 5.8% | -5.9 | -5.4% | -4.2% | -12.4% | -60.6*
C=CCNC(=S)N/N=C(\C)c1cccnc1
 : 7.0 | -0.6% | -0.6 | 9.5% | 10.3 | 0.1% | 5.6% | -10.1% | 7.1
COc1ccc(C2CC(c3ccccc3Br)=NN2c2ccc(S(N)(=O)=O)cc2)cc1 (stereo not given)
 : 6.8 | 6.5% | 0.1 | ? | -3.7 | -0.3% | 5.6% | -26.6% | -2.3
CCOc1ccc(S(=O)(=O)N2CCN(S(=O)(=O)c3ccc(C(C)=O)cc3)CC2)cc1
 : 3.1 | 11.0% | -5.5 | 9.6% | 2.5 | 20.1% | 4.9% | -11.5% | -1.0
O=C(O)CC/C(=N/NC(=O)c1cccs1)c1ccccc1
 : -10.0 | 0.0% | 0.4 | 10.1% | 0.2 | -9.4% | 19.4% | -2.4% | 1.0
CCOC(=O)N1CCC(N2C(=O)c3ccccc3C2Nc2ccc(S(=O)(=O)N3CCOCC3)cc2)CC1 (stereo not given)
 : 0.5 | -6.3% | 1.0 | 12.8% | -1.0 | 5.3% | -0.1% | -1.4% | 17.6
CCOC(=O)N1CCN(C(=O)C2CCN(S(=O)(=O)c3ccc(OC)cc3)CC2)CC1
 : 0.7 | 1.7% | -0.2 | -4.7% | 1.2 | 2.3% | 0.0% | -8.8% | -8.6
COc1cccc(CC(=O)Nc2nc3ccccc3[nH]2)c1
 : 1.0 | 8.5% | -0.8 | ? | 5.4 | -1.1% | 6.1% | -3.0% | -6.1
Cn1ccc(C(=O)OCC(=O)Nc2cccc(Cl)c2)n1
 : 9.8 | 12.7% | 3.8 | -1.2% | -0.1 | 0.4% | 3.1% | -12.0% | 8.3
COc1ccc(NS(=O)(=O)c2cccc(C(=O)NN=Cc3ccc(OC)cc3OC)c2)cc1
 : -8.3 | -0.9% | -3.2 | 10.9% | -0.4 | -17.1% | -0.7% | 4.1% | -29.7
O=C(CCS(=O)(=O)c1ccccc1)N1CCOCC1
 : -0.4 | 1.9% | -1.8 | -10.8% | 0.3 | -17.3% | -1.7% | -2.7% | 2.3
COc1cccc(CNc2ccc(F)c(Cl)c2)c1
 : -2.0 | 3.5% | -1.7 | ? | nt | -11.5% | -15.0% | -3.7% | -5.0
O=C(O)Cc1ccc(C(=O)c2ccccc2)s1
 : -15.7 | 5.3% | -0.9 | 0.8% | -5.5 | nt | -4.6% | -7.5% | -17.1
CC(NC(=O)Nc1cccc(F)c1)c1ccc2c(c1)OCO2 (stereo not given)
 : 4.1 | -1.5% | -0.9 | ? | -0.1 | 2.4% | 9.5% | -5.8% | -11.7

Screens deposited in PubChem BioAssay by National Center for Advancing Translational Sciences (NCATS).
